PfHsp90 yeast 2 – inhibits growth of yeast expressing Plasmodium falciparum Hsp90 | S. cerevisiae expressing PfHsp90, BacTiter-Glo ATP, 48 h; yeast lacking PDR1 and PDR3 efflux regulators | inhibition, % at 9.4 µM | 310,000 compounds, 0.32% hits;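 active = every replicate shows inhibition above about 80%, whatever the replicate mean, limit read from the data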;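 note: 0% = DMSO neutral controls and 100% = 20 µM radicicol positive controls; yeast relying on Plasmodium falciparum Hsp90 in place of its own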
Ecoli viability – counter-screen for AddAB inhibitors: E. coli growth inhibition | AID 449728 | inhibition, % at 11.9 µM | E. coli V3065 growth, OD600 absorbance, 18 h | 330,000 compounds, 0.27% hits;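 active = inhibition above the campaign's mean inhibition across all tested compounds plus 3 SD, cut at about 9.9% in these data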;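 note: uninfected addAB+ strain grown without phage in ampicillin broth; 0% = DMSO wells and 100% = ciprofloxacin 0.95 µg/ml wells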
HTR5A inv ag – HTR5A inverse agonism, opioid heterodimer counter-screen. HTR5A cell line, luminescence. AID 504634. 340,000 compounds, 0.083% hits. P47898. inhibition, % at 9.3 µM; in the data active = inhibition mostly above about 23%, no sharp cut-off; inactive = mostly below about 18%;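 note: 0% = cells with DMSO and 100% = no-cell wells with DMSO; some compounds called inactive have numbers as strong as hits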
phage Ecoli inh – E. coli growth loss with phage present; growth absorbance; inhibition, % at 11.9 µM; 360,000 compounds, 0.26% hits; AID 651602; in the data active = inhibition above about 11%
Pemphigus Ab inh – human desmoglein-3 autoantibody binding inhibition. P32926. DSG3-coupled beads, scFv-anti-DSG3-GFP binding, flow cytometry; hits give low values. binding (percent of control), % at 10 µM. 310,000 compounds, 0.48% hits;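 active = binding more than 3 SD below its plate's average and above zero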;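 note: hits lower antibody fragment binding to DSG3; some compounds called inactive have numbers as strong as hits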
Target sequence (P32926 whole entry, looked up, the tested form may be a part): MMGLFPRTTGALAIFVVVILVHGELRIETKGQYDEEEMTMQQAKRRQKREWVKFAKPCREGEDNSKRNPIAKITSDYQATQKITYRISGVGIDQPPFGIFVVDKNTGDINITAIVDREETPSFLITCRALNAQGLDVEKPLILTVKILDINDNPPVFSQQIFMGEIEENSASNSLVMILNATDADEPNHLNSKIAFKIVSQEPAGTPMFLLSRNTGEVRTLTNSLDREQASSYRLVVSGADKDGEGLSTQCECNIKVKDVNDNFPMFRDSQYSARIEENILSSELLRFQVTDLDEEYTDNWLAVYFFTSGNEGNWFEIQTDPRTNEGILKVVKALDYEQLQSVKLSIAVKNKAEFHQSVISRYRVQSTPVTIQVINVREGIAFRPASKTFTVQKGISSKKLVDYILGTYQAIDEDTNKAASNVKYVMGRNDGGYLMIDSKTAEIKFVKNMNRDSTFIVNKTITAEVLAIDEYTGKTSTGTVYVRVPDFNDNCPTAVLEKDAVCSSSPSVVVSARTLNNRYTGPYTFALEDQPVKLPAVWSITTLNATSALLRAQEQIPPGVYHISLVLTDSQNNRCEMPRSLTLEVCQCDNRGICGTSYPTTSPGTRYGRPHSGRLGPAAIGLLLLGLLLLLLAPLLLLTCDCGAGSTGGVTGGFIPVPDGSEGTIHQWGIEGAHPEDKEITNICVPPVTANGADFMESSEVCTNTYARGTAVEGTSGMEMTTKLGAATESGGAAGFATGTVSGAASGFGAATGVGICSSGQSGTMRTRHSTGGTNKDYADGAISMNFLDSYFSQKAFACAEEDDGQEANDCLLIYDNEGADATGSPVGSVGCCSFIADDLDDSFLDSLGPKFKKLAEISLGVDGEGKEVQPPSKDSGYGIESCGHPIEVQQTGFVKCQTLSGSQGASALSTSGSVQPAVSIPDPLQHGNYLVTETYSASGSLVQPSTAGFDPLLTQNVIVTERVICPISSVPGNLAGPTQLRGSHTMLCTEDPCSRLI
MOR-DOR inv ag – mu-delta opioid heterodimer inverse agonism | P35372+P41143 | cell-based MOR-DOR heterodimer luminescence | inhibition, % at 9.3 µM | 340,000 compounds, 0.21% hits; in the data active = inhibition above about 22%, passing the limit was not always enough;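 note: 0% = cells with DMSO and 100% = wells without cells with DMSO; values of inactives mirror those of a sister screen read the other way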
SUMO Mot1 rescue – inhibitors of SUMOylation pathway: yeast Mot1-301 growth rescue; S. cerevisiae Mot1-301 growth rescue, ATP luminescence, 38.5C; percent above DMSO median, 100 means doubled; growth rescue, % at 18.8 µM; 320,000 compounds, 1% hits;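 active = every valid replicate shows activation above 250% relative to neutral control wells; inactive = the rest, any valid replicate at or below 250%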;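 note: OY570 slx delta 5 strain wells were the positive control but not used for scaling; some compounds called inactive have numbers as strong as hits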
MOR-DOR ag – OPRM1-OPRD1 heterodimerization agonism; P35372+P41143; cells, luminescence; activation, % at 9.3 µM; 340,000 compounds, 0.3% hits; AID 504326; in the data active = activation above about 18%;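 note: 0% = vehicle-treated cells and 100% = reference agonist; values of inactives mirror those of a sister screen read the other way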
HTR5A ag ctr – HTR5A agonism, opioid heterodimer counter-screen; 340,000 compounds, 0.61% hits; P47898; AID 504692; HTR5A agonist assay, luminescence, cell-based; activation, % at 9.3 µM; in the data active = activation mostly above about 9.5%, no sharp cut-off; inactive = mostly below about 7.6%;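 note: 0% = cells with vehicle only and 100% = reference agonist; strong numbers were not always called active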
PKA-R1A act – PKA-R1A complex activation; P00514+P68181; PKA-R1A dissociation, Cy5-IP20 fluorescence polarization; scaled: DMSO 0%, 113 µM cGMP 100%; activation, % at 11.4 µM; 340,000 compounds, 0.083% hits;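 active = percent activation above the mean of all tested compounds plus 3 SD, cut at about 19% in these data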;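 note: higher means more PKAc released from R1A so a rise in polarization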
AddAB inh – less growth of phage-infected E. coli with AddAB. E. coli expressing H. pylori AddAB, absorbance growth. inhibition, % at 11.9 µM. 330,000 compounds, 0.29% hits; in the data active = inhibition above about 12%;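 note: 0% = vehicle wells of infected cells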
The depositor's hits bear a star; x = not tested or not shown. Outcome played no part in choosing rows (roughly 3.2% active in at least one column).

SMILES	PfHsp90 yeast 2	Ecoli viability	HTR5A inv ag	phage Ecoli inh	Pemphigus Ab inh	MOR-DOR inv ag	SUMO Mot1 rescue	MOR-DOR ag	HTR5A ag ctr	PKA-R1A act	AddAB inh
COc1ccc(/C=N/NC(=O)c2ccco2)cc1OCc1ccccc1	2	-0.7	7	3.3	x	11	-25	-2.3	-3	-11	-1.3
CC(CN1CCOCC1)OC(=O)c1ccccc1 (centres undefined)	-9	0.4	15	-1.2	111	11	5	-2.1	4	-11	1.4
COC(=O)c1sc2nc(CSc3ccc(Br)cc3)[nH]c(=O)c2c1C	7	-2.3	-15	-0.1	147	2	6	-0.3	1	-6	-1.4
CC(NS(=O)(=O)c1ccc(Br)cc1)C(=O)NCc1ccc2c(c1)OCO2 (centres undefined)	17	0.9	1	3.0	97	4	-13	-0.6	0	6	1.6
Cc1cc(OCCn2cnc3ccccc3c2=O)cc(C(C)C)c1	-1	-2.6	0	3.5	100	-4	-25	0.6	0	-12	3.3
N#C/C(=C\c1ccc(OCCN2CCOCC2)cc1)C(=O)Nc1ccccc1	3	1.7	16	1.2	104	12	28	-2.3	2	-1	3.2
CC(C)[C@H](CN(N=O)[C@@H](Cc1ccccc1)CN(C)N=O)N(CCc1ccccc1)N=O	-30	0.5	-3	1.3	100	0	-11	-0.1	3	3	3.4
Cc1ccccc1-c1nc(CN2CCC(C(=O)NC3CCCCC3)CC2)c(C)o1	2	0.3	7	0.6	98	2	26	-0.5	-1	-9	0.2
Cc1ccc(/C=C2\OC(=O)c3ccccc32)cc1	1	-2.2	-22	2.6	94	-7	9	1.3	0	-7	-0.4
CCC1=C(OC(=O)N(CC)CC)N2C(=O)OC(=NCCc3c[nH]c4ccccc34)[C@]2(C)[C@H]2C1=CC[C@H]1C(=O)N(CC(=O)OC)C(=O)[C@H]12	-10	-0.7	-13	0.3	101	2	1	-0.3	-1	-4	0.5
CC(=O)c1cccc(NC(=O)CSc2ccc(-c3ccc4c(c3)OCO4)nn2)c1	3	1.2	10	3.4	96	4	0	-0.8	0	-6	5.4
Cc1nnsc1NC(=O)OCCCl	18	-0.3	0	3.5	x	10	5	-2.4	0	7	1.6

Molecules above containing sulfur (four):
SMILES	PfHsp90 yeast 2	Ecoli viability	HTR5A inv ag	phage Ecoli inh	Pemphigus Ab inh	MOR-DOR inv ag	SUMO Mot1 rescue	MOR-DOR ag	HTR5A ag ctr	PKA-R1A act	AddAB inh
COC(=O)c1sc2nc(CSc3ccc(Br)cc3)[nH]c(=O)c2c1C	7	-2.3	-15	-0.1	147	2	6	-0.3	1	-6	-1.4
CC(NS(=O)(=O)c1ccc(Br)cc1)C(=O)NCc1ccc2c(c1)OCO2 (centres undefined)	17	0.9	1	3.0	97	4	-13	-0.6	0	6	1.6
CC(=O)c1cccc(NC(=O)CSc2ccc(-c3ccc4c(c3)OCO4)nn2)c1	3	1.2	10	3.4	96	4	0	-0.8	0	-6	5.4
Cc1nnsc1NC(=O)OCCCl	18	-0.3	0	3.5	x	10	5	-2.4	0	7	1.6

More records:
SMILES	PfHsp90 yeast 2	Ecoli viability	HTR5A inv ag	phage Ecoli inh	Pemphigus Ab inh	MOR-DOR inv ag	SUMO Mot1 rescue	MOR-DOR ag	HTR5A ag ctr	PKA-R1A act	AddAB inh
Cc1c(OCC(=O)OC(C)(C)C)ccc2c3c(c(=O)oc12)CCC3	7	1.8	-4	3.6	110	-15	-9	3.6	2	-1	2.2
COC(=O)CCN(c1ccccc1)S(=O)(=O)c1cc(-c2cc(C)no2)ccc1OC	7	-0.9	-13	0.3	x	13	10	-2.4	6	-4	0.9
O=C(CN1C(=O)NC2(CCCCCC2)C1=O)N1CCN(c2ccc(F)cc2)CC1	19	-2.1	-7	1.6	111	2	17	-0.5	3	-17	0.8
COc1cc2c(cc1OC)CN(C(=O)c1ccc(S(=O)(=O)N3CCCCCC3)cc1)CC2	-10	-1.4	-18	1.0	103	2	-12	-0.3	1	2	0.5
O=C(CCCNS(=O)(=O)c1ccccc1)NCc1ccco1	-12	0.1	-3	2.2	100	20	8	-4.6	1	-7	4.7
CC(=O)NC(Cc1cccc(F)c1)C(=O)NC1CCN(c2ncccc2[N+](=O)[O-])CC1 (centres undefined)	9	2.5	14	1.3	97	11	-17	-2.0	3	-15	1.2
CCOC(=O)[C@@H]1[C@H]2COc3ccccc3[C@H]2N2C(=O)N(c3ccc(C)cc3)C(=O)[C@]12C	-8	-0.3	8	2.1	104	5	-4	-0.9	-3	-4	3.9
C/C(=N\NC(=O)c1c[nH]c2ccccc12)c1ccc(C)o1	-5	-0.1	6	0.9	88	10	-2	-1.8	-2	12	0.5
COc1ccccc1N1CCN(C(=O)C2CCCO2)CC1 (centres undefined)	9	0.2	8	-3.7	97	-7	1	1.2	-3	-2	1.6
CCCC(=O)OCCNc1cc(Sc2nccn2C)c2nonc2c1[N+](=O)[O-]	7	-1.8	-18	-4.3	124	40*	5	-7.3	-8	7	-1.1
CCN(CC)CCN(C(=O)c1ccc2ncsc2c1)c1nc2cc3c(cc2s1)OCO3	12	-0.8	0	-1.5	101	6	-4	-1.2	6	-7	4.4
COc1cccc(CNC(=O)Cn2cc([N+](=O)[O-])cn2)c1	-8	-1.7	0	1.5	113	22	3	-4.4	0	-11	-1.2
CCOC(=O)c1cnn2c1[nH]c(=O)c1ccccc12	3	1.1	10	0.3	106	13	-9	-2.9	1	-8	0.9
CCC(C)c1ccccc1NC(=O)COc1ccc(-n2cnnn2)cc1 (centres undefined)	x	-2.6	13	5.5	100	6	-1	-1.4	2	-14	-3.0
Nc1ccccc1OCCOc1ccccc1N	18	0.4	-4	2.2	97	1	517	-0.3	1	-9	-1.4
O=C(NCc1ccccc1F)Nc1ccc([N+](=O)[O-])cc1	27	3.6	15	7.3	96	1	5	-0.1	-6	-4	4.5
O=C(Oc1ccc2ccccc2c1)c1ccccc1	-6	0.0	-6	1.1	120	-22	-16	3.7	9	-2	2.7
CCCOc1cccc(C2C(C(=O)c3ccc(C)o3)=C(O)C(=O)N2CCN2CCOCC2)c1 (centres undefined)	4	-0.9	-13	0.6	x	15	-24	-2.9	-2	-5	3.0
Oc1ccc[n+](CCCCC[n+]2cccc(O)c2)c1	11	0.7	-8	-1.8	88	6	1	-1.1	7	-5	0.1
COc1ccc(N2C(=O)CC(NCc3ccc(F)cc3)C2=O)cc1 (centres undefined)	-2	0.5	-2	3.1	91	9	2	-1.7	0	1	0.5
Cc1ccc(S(=O)(=O)C(C#N)c2nc3ccccc3nc2N2CCN(C)CC2)cc1C (centres undefined)	x	1.2	8	-0.9	99	12	25	-2.4	3	1	5.7
Cc1cc(C(=O)OCC(=O)Nc2cc(Cl)ccc2C)c(C)o1	11	-1.2	-4	0.4	101	-13	16	3.2	2	-9	-0.1
c1ccc2c(c1)nc(NCCN1CCOCC1)c1nncn12	6	-0.7	-12	0.4	103	-4	137	0.8	4	-11	-1.7
O=C(O)C1CCCCC1C(=O)Nc1ccccc1C(=O)N1CCN(c2ccc(F)cc2)CC1 (centres undefined)	9	1.3	-8	3.4	102	18	-3	-4.1	2	2	0.7
CC1Cc2ccccc2N1CC(=O)NCc1ccccc1Cl (centres undefined)	13	-0.4	6	4.0	108	7	21	-1.4	-1	-8	4.5
CC1CN(C(=O)Nc2cccc(Cl)c2)C2(CCCCCC2)O1 (centres undefined)	5	1.1	0	4.6	90	9	5	-1.2	0	-4	1.9
O=C(NC(=S)Nc1ccc(S(=O)(=O)Nc2ncccn2)cc1)c1cccc(Br)c1	-11	-2.4	3	4.3	102	15	31	-2.6	-1	3	1.4
COc1ccc(-c2nn(CCC#N)cc2C(=O)Nc2ccccn2)cc1OC	-18	-0.6	4	2.4	104	8	2	-1.5	-1	-5	-1.0
O=c1[nH]c2ccccc2nc1-c1c[nH]c2ccccc12	-31	0.3	2	0.9	94	-18	132	3.8	-1	2	0.2
CC(=O)Nc1cccc(N(C)C)c1	-1	0.8	-14	1.1	106	-4	-8	1.0	1	-18	2.6
O=C(COC(=O)/C=C/c1ccc(OC(F)F)cc1)NCc1cccs1	3	3.1	-1	1.6	101	-9	24	1.8	0	-8	2.5
CCOC(=O)C1(C(=O)OCC)NC(=O)CC1CC (centres undefined)	x	x	11	2.7	100	1	x	-0.2	-3	-2	x
O=C(NCCc1ccccn1)c1ccc(OC(F)F)cc1	2	0.6	8	4.4	100	17	-8	-3.2	7	-18	0.6
COc1ccc2c(c1OC)C(=O)OC2	19	-0.7	-21	3.4	102	-14	285	2.5	9	-6	3.0
O=C(N/N=C/C=C/c1ccco1)/C(=C/c1ccccc1)NC(=O)c1ccccc1	x	-0.1	-15	1.3	102	-5	-8	1.0	-2	-7	0.3
COC(=O)c1ccc(NC(=O)CCNS(=O)(=O)c2cccc3nonc23)cc1	2	2.6	17	2.0	105	16	-4	-2.7	3	-14	2.2
COc1ccc(OCc2cccc(C(=O)Nn3cc([N+](=O)[O-])cn3)c2)cc1	-4	-1.2	11	1.6	98	14	5	-2.8	3	-10	0.7
CCOC(=O)C(CCCOc1ccccc1)C(=O)OCC	13	-0.8	-11	0.9	94	-4	1	0.8	4	2	2.7
COc1ccc(Cl)cc1NC(=O)CN(C)C(=O)CN1C(=O)NC(C)(c2ccc3ccccc3c2)C1=O (centres undefined)	2	x	-18	0.0	104	8	x	-1.6	5	-14	x
Cc1ccc(NS(=O)(=O)c2ccc3c(c2)OCCCO3)cc1S(=O)(=O)N1CCOCC1	x	-3.2	19	1.2	100	2	3	-0.4	3	-7	0.4
CC(Sc1ccccc1)C(=O)NNC(=O)c1ccncc1 (centres undefined)	-2	2.1	-12	0.2	109	-25	298	3.8	4	-2	-1.0
O=C(CNC(=O)c1ccccc1F)Nc1ccccc1C(F)(F)F	0	-1.3	-41	0.3	89	11	-1	-2.1	4	-14	-0.3
Cc1cc(C)cc(NC(=O)COc2ccc(C(=S)N3CCOCC3)cc2)c1	4	1.5	2	4.5	103	9	194	-1.6	-1	-8	-0.2
Cc1ccc(-c2[nH]nc3c2C(c2cccnc2)C(C#N)=C(N)O3)cc1 (centres undefined)	-16	1.2	-2	1.6	101	9	-15	-1.6	2	-16	0.1
CC[C@]12c3[nH]c4ccc(Cl)cc4c3CCN1C(=O)[C@@H](CC(=O)NCCCN(C)C)C[C@@H]2C(=O)N1CCN(C(=O)c2ccco2)CC1	0	-0.9	0	1.6	106	18	x	-3.6	0	-4	-0.6
CCCN1C(=O)c2cc(C(=O)NCc3ccc(OC)cc3)ccc2C1O (centres undefined)	25	-0.4	-4	2.3	103	14	-14	-2.8	1	-11	3.9
CCOC(=O)C1=CN(Cc2cccc(Br)c2)S(=O)(=O)N(CC)C1C (centres undefined)	18	0.4	13	4.6	103	-11	x	2.3	-4	2	0.6
CCN1CCN(S(=O)(=O)c2ccc(Cl)c(C(=O)NCCc3ccccc3)c2)CC1	40	2.8	17	4.0	102	4	-7	-0.8	-6	8	2.1
Cc1cccc2cc(COC(=O)COc3ccccc3)c(=O)[nH]c12	10	-0.6	-18	1.2	97	-1	-12	0.1	-5	-1	0.2
